NCI-60 one-dose screen, 48 h, at 10 µM unless noted. Numbers give growth in % (100 = growth as untreated, 0 = no growth, -100 = all killed).
NCI-H460: NCI-H460 lung cancer | hit rate 6.8% among 82,000 | AID 1794736
HT29: HT29 colon cancer; AID 1794748; hit rate 7.4% among 81,000
KM12: KM12 colon cancer cells; hit rate 5% among 82,000; AID 1794800
NCI-H226: NCI-H226 lung cancer. hit rate 3.5% among 79,000. AID 1794732
HCT-15: HCT-15 colon cancer; hit rate 5.2% among 82,000
HCT-116: HCT-116 colon cancer. hit rate 7.3% among 82,000
NCI-H322M: NCI-H322M lung cancer; hit rate 2.7% among 80,000; AID 1794733
SW-620: SW-620 colon cancer. hit rate 5.2% among 82,000
COLO 205: COLO 205 colon cancer; hit rate 7.3% among 79,000; AID 1794742
* marks the source's active call; other numbers are inactive results; · = no result given. Rule for the calls: active = growth percent below 10; inactive = the rest.

cpd	molecule	NCI-H460	HT29	KM12	NCI-H226	HCT-15	HCT-116	NCI-H322M	SW-620	COLO 205
1	Cc1ccc2c3c(c(=O)[nH]c2c1)C(c1ccc(Cl)cc1)c1c(ncn2nc(-c4ccco4)nc12)O3 (stereo not drawn)	102	103	100	101	95	97	100	99	108
2	COc1cc2oc(-c3cccc(NC(=O)c4cc(N)ccc4C)c3)cc(=O)c2c(OC)c1OC	109	112	91	100	91	93	102	107	113
3	COc1ccc(C2=Nc3c/c(=C\c4c(O)[nH]c5ccc(OC)cc45)ccc3=N2)cc1	88	71	66	66	60	71	87	95	42
4	COc1ccc(/C=C/c2c(C(=O)/C=C/c3ccc(Cl)cc3)c(C)nc3ccccc23)cc1	0.3*	14	30	12	-0.5*	-65*	69	-17*	58
5	O=C(CO[N+](=O)[O-])Nc1ccc(C(=O)/C=C/c2ccc3c(c2)OCO3)cc1	108	30	36	107	77	-5.9*	108	48	113
6	COc1ccc2nc3cc(Cl)ccc3c(Nc3ccc(S(=O)(=O)Nc4ccccn4)cc3)c2c1	104	102	95	96	99	85	105	100	104
7	COc1cc(OC(C)=O)c2c(=O)cc(-c3ccc(OC(C)=O)cc3)oc2c1	100	108	106	·	103	107	109	114	·
8	COc1ccc(Oc2nc(NCCCCN(C)C)ncc2[N+](=O)[O-])cc1	102	100	98	90	91	94	93	99	104
9	CCN1C(=O)N(CC)C2C1NN=c1s/c(=C\c3ccc(Br)cc3)c(=O)n12 (stereo not drawn)	7.3*	5.1*	6.8*	51	11	5.1*	45	23	-35*
10	C[C@H](CCC(=O)NCc1ccc(C(=O)Nc2ccccc2N)cc1)[C@H]1CC[C@H]2[C@@H]3[C@@H](O)C[C@@H]4C[C@H](O)CC[C@]4(C)[C@H]3CC[C@]12C	61	48	64	57	88	31	79	56	65
11	C=CCN1C(=O)c2cccc3c(N4CCOCC4)ccc(c23)C1=O	8.5*	6.8*	-56*	-2.4*	-9.1*	-25*	-57*	7.2*	-22*
12	Cc1ccc(/C=C/CC(=O)Nc2ccc(C(=O)Nc3ccc(F)cc3N)nc2)cn1	46	16	49	50	52	18	53	27	25
13	COc1ccc(/C=C2\CCCCC3=C2N=C2SC(C)=CN2C3c2ccc(OC)cc2)cc1 (stereo not drawn)	110	92	103	108	104	112	105	110	109
14	Cc1nnc(C(=O)NC(C)(C)c2nc(C(=O)NCc3ccc(F)cc3)c(O)c(=O)n2C)o1	110	108	103	104	104	99	109	104	123
15	C[C@@H]1NC(=O)[C@H](Cc2ccccc2)N(Cc2cccc(O)c2)C1=O	106	100	105	84	109	101	105	101	114
16	O=C(/C=C/c1cccc(OCc2ccc(F)cc2)c1)c1nc2ccccc2[nH]1	77	-46*	14	42	-58*	-25*	114	·	14

Individual results from the list.
Under COLO 205, C=CCN1C(=O)c2cccc3c(N4CCOCC4)ccc(c23)C1=O reads -22*
Under COLO 205, C[C@H](CCC(=O)NCc1ccc(C(=O)Nc2ccccc2N)cc1)[C@H]1CC[C@H]2[C@@H]3[C@@H](O)C[C@@H]4C[C@H](O)CC[C@]4(C)[C@H]3CC[C@]12C reads 65
Under KM12, C[C@@H]1NC(=O)[C@H](Cc2ccccc2)N(Cc2cccc(O)c2)C1=O reads 105
Under NCI-H322M, O=C(/C=C/c1cccc(OCc2ccc(F)cc2)c1)c1nc2ccccc2[nH]1 reads 114
Under NCI-H460, CCN1C(=O)N(CC)C2C1NN=c1s/c(=C\c3ccc(Br)cc3)c(=O)n12 (stereo not drawn) reads 7.3*

Following part:
cpd	molecule	NCI-H460	HT29	KM12	NCI-H226	HCT-15	HCT-116	NCI-H322M	SW-620	COLO 205
17	NC1=NC2(CCCC2)N(c2ccc(S(N)(=O)=O)cc2)C(N)=N1	102	108	101	99	102	106	102	105	118
18	c1ccc(-c2nc(Nc3ccc(-c4nc5ccccc5[nH]4)cc3)nc(N3CCOCC3)n2)cc1	-67*	-60*	-77*	-19*	-69*	-81*	-0.5*	-83*	-69*
19	COC(=O)C1=C(C(=O)ON)C2C=CC1(C(Cc1ccccc1)Nc1ccccc1)O2 (stereo not drawn)	103	38	103	107	-54*	-74*	93	-60*	-72*
20	COc1ccc(Cn2cc3c(c2-c2ccc(OC)cc2)CCc2c(CO)noc2-3)cc1	97	93	96	96	101	90	81	96	97
21	COc1cc(NC(=O)N2CCN(C)CC2)ccc1-c1ccc(NC(=O)N2CCN(C)CC2)cc1OC	104	91	103	95	107	85	97	96	93
22	COc1cc(-c2nc(N3CCOCC3)c3c4c(sc3n2)CCCC4)cc(OC)c1OC	100	97	94	94	93	100	103	100	103
23	CCCCCCOc1ccc(/C=N/Nc2cc(C)nc3ccc(Br)cc23)cc1	-72*	-66*	-85*	71	-83*	-66*	-74*	-72*	-52*
24	OC1(c2ccccc2)Oc2ccccc2C(c2ccccc2)C1c1ccccc1 (stereo not drawn)	77	74	65	73	76	54	·	84	91
25	Fc1ccc(-c2cn3c(-c4c[nH]c5ccc(Br)cc45)csc3n2)cc1	53	98	67	60	78	74	81	81	77
26	CC1(C)C(C=C(Cl)Cl)C1C(=O)OCc1cccc(Oc2ccccc2)c1 (stereo not drawn)	83	83	88	82	101	68	84	82	108
27	Cc1nc(-n2[nH]c(=O)ccc2=O)sc1N=Nc1ccc(Br)cc1	105	106	101	100	106	87	94	97	108
28	Cc1ccccc1NC(=O)c1ccc(C(=O)Nc2ccccc2C)cc1	101	111	102	103	103	102	107	100	108
29	CC(C)(O)Cc1ccccc1Cl	107	103	109	105	105	96	99	103	104
30	COc1cc(CC(CC(=O)c2ccc3c(c2)OCO3)(C(=O)O)C(=O)O)cc(OC)c1OC	111	85	104	113	104	71	103	107	103
31	N#Cc1c(Nc2ccc(Cl)cc2)nn2c(-c3ccc(Br)cc3)c(-c3nc4ccccc4s3)c(N)nc12	101	103	99	84	97	98	99	96	113
32	C[C@@H]1CC[C@H]2[C@@H](C)C(O)O[C@@H]3O[C@]4(C)CC[C@@H]1[C@]32OO4 (stereo partly drawn)	31	18	18	70	11	8.0*	69	18	6.7*
33	O=S(=O)(O)CCl	113	96	105	106	96	103	105	103	113
34	COC(=O)c1cc2c(C)cc(C)nc2[nH]1	100	105	98	105	98	102	101	94	97
35	CCC(=O)Oc1ccc(/C(=C(/C)Cc2cccc(OC)c2)c2ccc(OCCN(CC)CC)cc2)cc1	100	66	103	81	85	89	102	103	104
36	CC1=NN(c2ccccc2)C(=O)/C1=C/c1cc(=O)oc2ccc3ccccc3c12	90	94	93	79	99	105	97	99	97
37	O=C(Nc1ccccc1)OCCc1ccccn1	110	99	109	98	99	101	171	104	116
38	CCC/C=C/C=N/NC(=S)NCC	99	98	107	94	101	96	103	89	97
39	O=C(Nc1ccc(O)c(C(=O)O)c1)Oc1ccccc1	102	95	115	99	97	87	194	99	·
40	COc1ccc2c(c1)-c1c(c3cc(OC)ccc3n(CCN(C)C)c1=O)C2=O	-4.7*	-63*	8.9*	22	22	-21*	-14*	-8.7*	15
41	Cc1cc(-n2cc(C)c(=O)[nH]c2=O)ccc1F	119	102	106	95	105	106	100	102	110
42	CC(=O)OC(C)C(=O)OCC1OC(OC(=O)C(C)OC(C)=O)C(OC(=O)C(C)OC(C)=O)C(OC(=O)C(C)OC(C)=O)C1OC(=O)C(C)OC(C)=O (stereo not drawn)	108	123	111	100	104	99	104	104	121
43	CCNC(=O)CNC(=O)C(Cc1ccc([N+](=O)[O-])cc1)NC(=O)OC(C)(C)C (stereo not drawn)	96	98	101	99	108	97	96	103	107
44	OCC(O)CS (stereo not drawn)	108	114	105	107	101	104	114	109	120
45	Cc1ccc(C(=O)N(CCCN)[C@@H](c2nc3cc(Cl)ccc3c(=O)n2Cc2ccccc2)C(C)C)cc1	-72*	0.6*	-46*	23	-50*	-78*	-9.5*	-78*	-72*
46	CCc1c(C)c2cc3nc(-c4ccc(Cl)cc4)oc3c(C)c2oc1=O	107	83	98	103	97	93	94	96	93
47	COc1cc2ncnc(Nc3ccc(C(=O)/C=C/c4ccc(F)cc4)cc3)c2cc1OC	115	101	102	106	107	97	102	116	105
48	FC(F)(F)c1nc2ccccc2n1Cc1nnc(SCc2cn(-c3cccnc3Cl)nn2)o1	100	86	94	91	95	96	93	101	90

Only HCT-15, HT29 and SW-620 (6 entries from above):
cpd	structure	HCT-15	HT29	SW-620
37	O=C(Nc1ccccc1)OCCc1ccccn1	99	99	104
38	CCC/C=C/C=N/NC(=S)NCC	101	98	89
39	O=C(Nc1ccc(O)c(C(=O)O)c1)Oc1ccccc1	97	95	99
40	COc1ccc2c(c1)-c1c(c3cc(OC)ccc3n(CCN(C)C)c1=O)C2=O	22	-63*	-8.7*
41	Cc1cc(-n2cc(C)c(=O)[nH]c2=O)ccc1F	105	102	102
42	CC(=O)OC(C)C(=O)OCC1OC(OC(=O)C(C)OC(C)=O)C(OC(=O)C(C)OC(C)=O)C(OC(=O)C(C)OC(C)=O)C1OC(=O)C(C)OC(C)=O (stereo not drawn)	104	123	104

Continuation.
cpd	molecule	NCI-H460	HT29	KM12	NCI-H226	HCT-15	HCT-116	NCI-H322M	SW-620	COLO 205
49	Clc1cnc(OC2CCC2)nc1-n1cnc2ccccc21	89	86	81	87	93	73	93	93	79
50	COc1cc2oc(-c3ccc(NC(=O)c4ccc(C#N)cc4)cc3)cc(=O)c2c(OC)c1OC	100	99	111	99	99	95	97	109	107
51	O=C1c2cc(I)ccc2Oc2cc([N+](=O)[O-])ccc2N1c1ccc(Br)cc1F	97	96	98	·	94	89	95	87	115
52	COc1cc2oc(-c3cccc(C(=O)Nc4ccc(Br)cc4)c3)cc(=O)c2c(OC)c1OC	36	39	47	11	40	46	62	95	54
53	COc1ccc(C2C(c3nn[nH]n3)=C(N)Oc3c2ccc2ccccc32)cc1 (stereo not drawn)	54	127	50	82	35	56	85	29	93
54	COc1cc2c(c(O)c1OC)C(=O)NC1CCCC=C21 (stereo not drawn)	96	89	87	87	90	89	92	98	104
55	O=C(CSc1nccc(Nc2cccc3ccccc23)n1)c1ccc(Cl)cc1	99	87	95	85	101	67	·	93	108
56	CC(C)CCNC(=O)[C@@H](Cc1ccccc1)n1cccc(NC(=O)OCc2ccccc2)c1=O	106	97	108	80	95	100	112	103	98

Fetched one by one from the entries so far (2):
cpd	molecule	NCI-H460	HT29	KM12	NCI-H226	HCT-15	HCT-116	NCI-H322M	SW-620	COLO 205
56	CC(C)CCNC(=O)[C@@H](Cc1ccccc1)n1cccc(NC(=O)OCc2ccccc2)c1=O	106	97	108	80	95	100	112	103	98
52	COc1cc2oc(-c3cccc(C(=O)Nc4ccc(Br)cc4)c3)cc(=O)c2c(OC)c1OC	36	39	47	11	40	46	62	95	54

Carrying on.
cpd	molecule	NCI-H460	HT29	KM12	NCI-H226	HCT-15	HCT-116	NCI-H322M	SW-620	COLO 205
57	N#C/C(=C(\CCCO)NC(CCC(=O)O)C(=O)O)c1nc2ccc(Br)cc2c(=O)[nH]1 (stereo not drawn)	120	109	106	105	116	99	119	105	110
58	CC(=O)OCC1O[C@@H](OC(C)=O)[C@@H](NC(=O)NS(=O)(=O)c2ccc([N+](=O)[O-])cc2)C(OC(C)=O)[C@@H]1OC(C)=O (stereo partly drawn)	113	111	111	98	102	104	102	106	118
59	Nc1cc(=O)[nH]n1S(=O)(=O)c1ccc(Cl)cc1	111	113	109	100	100	103	104	103	113
60	O=C(Nc1ccc(-c2ccc3c(c2)NC(=O)/C3=C\c2ccc[nH]2)cc1)Nc1cccc(Cl)c1	1.2*	-62*	-22*	2.0*	-33*	2.1*	14	14	-59*
61	NS(=O)(=O)c1ccc(Cn2c(=S)[nH]c3ccccc3c2=O)cc1	101	104	102	103	98	92	97	97	110
62	Clc1ccc(C2=NN(c3ccccc3)[C@H](c3cn(-c4ccccc4)nc3-c3ccccc3)C2)cc1	108	95	104	96	103	90	101	107	114
63	CC1(C)CC(=O)C2=C(C1)N(Cc1ccc(C(=O)O)cc1)C1=C(C(=O)CC(C)(C)C1)C2c1ccc(Br)cc1	111	111	103	102	93	107	97	104	111

Assay outcomes as filed in PubChem BioAssay.
